# B2AR arrestin – agonists driving beta-arrestin recruitment to human beta2-adrenergic receptor. P07550. beta-arrestin recruitment to beta2AR, cell-based reporter. Potency, µM (series often up to 46.1 µM), inactives show at the top dose activation, usual class: activators. 0.02% of 330,000 active;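 also: potency is read from the fitted curve at half-maximal effect; 0% = DMSO controls and full agonism = EC100 isoproterenol or metaproterenol; nearly all actives have a fitted effect of over 65% in size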
# USP2a inh – inhibitors of human ubiquitin-specific protease USP2a; USP2 core, Ub-CHOP2 coupled fluorogenic reporter, 485/531; Potency, µM (highest dose often 38.3 µM), for the others: top-dose activity change, negative = inhibition, actives largely listed as inhibitors; 0.01% of 330,000 active; AID 463254;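 also: potency is read from the fitted curve at half-maximal effect; plate controls were DMSO wells for no effect and full inhibition by NEM control for full effect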
#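 Cell-free coupled assay: 10nM USP2 core preincubated 30min RT with compound in Tris-HCl pH 8.0/CaCl2/CHAPS buffer, then 25nM Ub-CHOP2 and 25nM reporter substrate; fluorescence (Ex 485/Em 531) read after 60min RT, normalized to NEM inhibition, concentration-response curves fitted.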
# uPA generation – inhibitors of cell surface uPA generation | cell surface uPA generation assay, qHTS | Potency, µM (doses to about 38.3 µM), inactives show at the top dose activity change, negative = inhibition, hits mostly inhibitors | 0.31% of 330,000 active | AID 540303; active = well fitted inhibition curve with a large enough effect; inconclusive = small, poorly fitted or top-dose-only effect; inactive = no such curve, though single readings can be large or run the other way; tested in mouse RAW 264.7 cells; also: potency is read from the fitted curve at half-maximal effect; % is scaled to controls: 0 for no effect and ±100 for the full control effect; nearly all actives have a fitted effect of over 55% in size
# Eya2 phos inh – Eya2 (human) phosphatase inhibition | 0.006% of 330,000 active | AID 488837 | Potency, µM (top dose mostly 76.9 µM), for inactives: top-dose activity, negative = inhibition, usual class: inhibitors | recombinant Eya2, OMFP fluorescence dephosphorylation (OMFP is methylfluorescein phosphate); also: potency is read from the fitted curve at half-maximal effect; % is scaled to controls: 0 for no effect and ±100 for the full control effect
#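 Eya2 (0.2 uM) preincubated 10 min at ambient with compound, then OMFP substrate added at 50 uM; 10 min reaction in 50 mM HEPES pH 7.5, 50 mM NaCl, 5 uM MgCl2, 0.05% BSA, 1 mM DTT. Fluorescence read at Ex 485/Em 525 nm.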
# TRPV1 ag – human TRPV1 agonism; Q8NER1; TRPV1-expressing cells, Fluo-8 calcium influx, agonist mode; activation, % at 8.33 µM; 0.19% of 320,000 active; AID 540275; in the data active = activation above about 80%; inconclusive = between about 30% and that limit; also: 0% is about no effect
#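 TRPV1-expressing cells were cultured overnight at 35.5C and loaded with Fluo-8 calcium dye for 40 to 90 min at room temperature. After a 10 s baseline, compound was added and calcium influx was read kinetically for 3 min (ex 480/em 520 nm).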
# S-ASM inh – inhibitors of human secretory acid sphingomyelinase; P17405; placental ASM, HMU-PC fluorogenic substrate, 60 min; Potency, µM (series often up to 57.5 µM), without a hit: top-dose activity change, negative = inhibition, actives largely listed as inhibitors; 0.006% of 340,000 active; also: potency is read from the fitted curve at half-maximal effect
# Target sequence (P17405 47-631 limits assumed): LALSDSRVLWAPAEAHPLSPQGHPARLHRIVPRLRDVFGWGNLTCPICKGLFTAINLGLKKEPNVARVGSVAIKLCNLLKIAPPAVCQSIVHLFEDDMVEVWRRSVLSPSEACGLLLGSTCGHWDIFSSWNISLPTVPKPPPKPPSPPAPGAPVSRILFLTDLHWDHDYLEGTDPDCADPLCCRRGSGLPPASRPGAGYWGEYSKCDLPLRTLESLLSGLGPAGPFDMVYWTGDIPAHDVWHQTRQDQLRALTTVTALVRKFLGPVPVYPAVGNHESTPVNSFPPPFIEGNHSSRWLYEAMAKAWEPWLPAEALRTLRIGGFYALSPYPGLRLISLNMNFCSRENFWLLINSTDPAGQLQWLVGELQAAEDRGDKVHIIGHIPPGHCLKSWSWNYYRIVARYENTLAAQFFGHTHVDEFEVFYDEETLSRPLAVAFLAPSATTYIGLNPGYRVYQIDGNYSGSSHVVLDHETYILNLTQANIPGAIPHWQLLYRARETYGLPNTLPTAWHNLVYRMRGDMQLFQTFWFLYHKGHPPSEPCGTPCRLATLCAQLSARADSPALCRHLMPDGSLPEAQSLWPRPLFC
#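 Human placenta-derived ASM enzyme was preincubated with compound for 10 minutes at room temperature, then given fluorogenic substrate HMU-PC0 (9 uM final) for 60 minutes at 37 °C; a pH 10 stop preceded fluorescence reading at Ex 386/Em 447 nm.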
# p53 reactivation – restores transcriptional activity of mutant p53 | H1299 p53-A138V BP100-luciferase reporter, luminescence, 24 h | Potency, µM (series often up to 92.2 µM), inactives show top-dose activity change, positive = activation, usual class: activators | 0.063% of 320,000 active; also: potency is read from the fitted curve at half-maximal effect; % of control where 0% means no effect; nearly all actives have a fitted effect of over 45% in size
#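 H1299 (p53-null), stable ts p53-A138V + BP100-Luc; 1000 cells/well, Opti-MEM/10% FBS; cpd 4 pt, 1:5; 24 h, 37 deg C, 5% CO2; detection reagent 10 min RT; luminescence.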
# Integrin act MD – activates integrin-mediated alleviation for muscular dystrophy; AID 624291; 0.064% of 350,000 active; alpha7betagal myoblasts, beta-gal FDG fluorescence, 48 h; Potency, µM (series often up to 38.3 µM), inactives show top-dose activation, usual class: activators;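 also: potency is read from the fitted curve at half-maximal effect; 100% = response of the positive control SU9516; nearly all actives have a fitted effect of over 60% in size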
#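 Alpha7betagal+/- myoblasts (passage 13) were plated 16-24 hr, then exposed to compounds (1:260 dilution of DMSO stock) for 48 hours at 37C. After MPER lysis, β-galactosidase reporter activity was read as FDG fluorescence (ex 480/em 540) after 30 minutes.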
# BRCA1 expr act – increases BRCA1 expression. Potency, µM (top dose mostly 46.1 µM), without a hit: at the highest dose activation, actives largely listed as activators. AID 624202. 1.1% of 380,000 active. MCF7-BRCA1-FFLuc reporter, luminescence, 48 h; response scale: scaled: vehicle 0%, 10 µM genistein 100%; also: potency is read from the fitted curve at half-maximal effect; nearly all actives have a fitted effect of over 80% in size; some results filed as inactive show a strong effect at the top dose
#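 Using MCF7 cells harboring a BRCA1 firefly luciferase reporter, plated 2 h before compound pinning, the screen measured luminescence after 48 h incubation. Responses were normalized to DMSO and 10 microM genistein, then fitted for concentration-effect.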
# ELG1 genotoxic – induces genotoxicity in HEK293T cells with luciferase-tagged ELG1; HEK293T ELG1-luciferase reporter, luminescence, 16 h; Potency, µM (series often up to 46 µM), for inactives: at the top dose activity change, positive = activation, hits mostly activators; 1.3% of 330,000 active; AID 504466; also: potency is read from the fitted curve at half-maximal effect; % of control where 0% means no effect; nearly all actives have a fitted effect of over 60% in size
#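 Genotoxicity was scored as increased ELG1-luciferase reporter signal, measured by ONE-Glo luminescence (30 min, room temperature). Compound or vehicle exposure of the HEK293T reporter cells lasted 16 hr at 37°C.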
# PTAP TSG101 blk – blocks PTAP/TSG101 interaction to inhibit HIV-1 budding | Fluorescence polarization, FITC-PTAP peptide / Tsg101 binding | 340,000 tested, under 10 active | Potency, µM (top dose mostly 115 µM), for inactives: top-dose activity change, negative = inhibition, usual class: inhibitors | Q99816; active = well fitted inhibition curve with a large enough effect in the main read-out, with a control signal flat, not every such curve was filed as active; inconclusive = small, poorly fitted or top-dose-only effect, or effect the other way, or a change in a side signal; inactive = no such curve, though single readings can be large or run the other way; also: potency is read from the fitted curve at half-maximal effect; % of control where 0% means no effect
# Target sequence (Q99816 whole entry, looked up): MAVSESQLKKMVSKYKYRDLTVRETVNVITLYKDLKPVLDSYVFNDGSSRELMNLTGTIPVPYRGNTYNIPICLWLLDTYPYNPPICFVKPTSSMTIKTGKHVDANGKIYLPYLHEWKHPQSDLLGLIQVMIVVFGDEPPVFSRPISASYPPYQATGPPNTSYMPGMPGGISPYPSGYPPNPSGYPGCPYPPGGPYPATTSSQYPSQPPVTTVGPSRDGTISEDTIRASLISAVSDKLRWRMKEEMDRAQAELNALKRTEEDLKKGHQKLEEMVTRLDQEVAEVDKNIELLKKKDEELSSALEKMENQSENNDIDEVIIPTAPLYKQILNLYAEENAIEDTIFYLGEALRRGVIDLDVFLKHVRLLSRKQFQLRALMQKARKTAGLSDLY
#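 Fluorescence anisotropy tracks displacement of a FITC-tagged PTAP peptide (50 nM) from the Tsg101 binding domain (10 uM), following a 20 min room-temperature incubation at pH 7.5.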
# * marks the source's active call; other numbers are inactive results; i = inactive; ? = inconclusive; / = not tested or not shown; & = joins results of further samples; [ ] = dose if it differs, or a comment. Unless noted, calls follow the shape of the dose curve; as a rule, active = well fitted curve in the direction sought with a large enough effect; inconclusive = small, poorly fitted or top-dose-only effect, or another doubt; inactive = no such curve, though single readings can be large; an effect the other way counts as inactive or inconclusive.
SMILES,B2AR arrestin,USP2a inh,uPA generation,Eya2 phos inh,TRPV1 ag,S-ASM inh,p53 reactivation,Integrin act MD,BRCA1 expr act,ELG1 genotoxic,PTAP TSG101 blk
COc1cc(NC(=S)N2CCN(C(c3ccccc3)c3ccccc3)CC2)cc(OC)c1,0.0%,2%,0%,-27%,10,2%,0%,-5%,-23%,-19%,-3%
O=C(Nc1nc2c(Cl)ccc(Cl)c2s1)c1ccco1,-0.8%,2%,-8%,-9%,-1,-6%,11%,22%,-83%[inhibitor],17%,0%
CCCN(Cc1cc(=O)[nH]c2ccccc12)C(=O)CC,0.1%,4%,15%,-2%,-2,2%,-2%,16%,-7%,-2%,-8%
CCc1ccc2c(CN3CCC(C(=O)OC)CC3)cc(=O)oc2c1,0.2%,3%,0%,1%,21,1%,-9%,-32%,-18%,3%,-2%
Cc1ccccc1NS(=O)(=O)c1ccc(C(=O)N2CCN(S(=O)(=O)c3ccccc3)CC2)cc1,3.2%,1%,-3%,1%,-1,-1%,-5%,8%,-31%,-11%,-1%
CCCCOC(=O)CCc1c(C)[nH]c(=S)[nH]c1=O,0.2%,1%,-7%,4%,6,3%,3%,7%,1%,0%,-2%
Cc1cccc(-c2nc(CN3CCCC(C(=O)NC4CCCC4)C3)c(C)o2)c1 (configuration not stated),-0.8%,1%,/,14%,12,0%,-7%,-36%,-28%,?,-3%
CCC(C)(C)C1CCC2(CC1)NC(=O)N(CC(=O)NCCc1c[nH]c3ccccc13)C2=O (configuration not stated),-0.3%,2%,8%,-14%,3,-3%,1%,15%,-91%,-9%,0%
COc1ccc(C(=O)NNC(=O)CN2CCC(n3nnc4cc(F)ccc43)CC2)cc1,0.1%,3%,-5%,-4%,-1,8%,-1%,-6%,-18%,-1%,0%
O=C(OCCN(C1=NS(=O)(=O)c2ccccc21)c1ccc(Cl)cc1)c1ccco1,0.5%,0%,-6%,12%,-2,-3%,-2%,-11%,-18%,-10%,-6%
O=C(Oc1c(Br)cc(Br)c2cccnc12)N1CCCCC1,0.2%,0%,-2%,-9%,?,5%,11%,-1%,-5%,0%,-13%
CNc1nc(Sc2cccc(C(F)(F)F)c2)cc(C(F)(F)F)n1,0.0%,-5%,0%,-26%,2,-7%,2%,0%,-6%,0%,-7%
Cc1ccc(Cn2c(CCC(=O)O)nc3ncccc3c2=O)cc1,-1.0%,0%,2%,9%,-7,8%,1%,70%,4%,1%,-2%
CCOC(=O)c1ccc(NC(=S)N2CCN(c3ccccn3)CC2)cc1,-0.4%,2%,2%,-3%,2,0%,24%,3%,3%,-6%,-5%
CCc1ccc(NC(=O)Cn2nnc(C(=O)NCc3ccco3)c2N)cc1,0.9%,-1%,-4%,-16%,4,0%,6%,6%,5%&6%,9%,-15%
O=C(CCCCCN1C(=O)c2ccccc2C1=O)Oc1ccc2c3c(c(=O)oc2c1)CCC3,-0.1%,2%,18%,-5%,3,i,-29%,7%,2%,-2%,0%
Cc1nnc(NC(=O)CSCc2ccccc2)s1,-0.1%,1%,-1%,1%,-2,-1%,-3%,-6%,2%,7%,-2%
COC(=O)c1ccc(COC(=O)C2CCN(S(=O)(=O)c3ccc(C)c(C)c3)CC2)o1,-2.5%,-11%,4%,8%,20,8%,-6%,?,-5%,-2%,-8%
C/C(CCc1ccccc1)=N\NC(=S)NCCc1ccccc1,?,5%,4%,6%,18,-1%,1%,6%,-21%,-1%,-7%
CCNc1nc(N)nc(-c2cc(Cl)ccc2O)n1,0.3%,2%,-11%,-6%,1,-4%,?,-15%,?,?,-3%

# Already shown: entries from further up.
SMILES,B2AR arrestin,USP2a inh,uPA generation,Eya2 phos inh,TRPV1 ag,S-ASM inh,p53 reactivation,Integrin act MD,BRCA1 expr act,ELG1 genotoxic,PTAP TSG101 blk
COc1cc(NC(=S)N2CCN(C(c3ccccc3)c3ccccc3)CC2)cc(OC)c1,0.0%,2%,0%,-27%,10,2%,0%,-5%,-23%,-19%,-3%
O=C(Nc1nc2c(Cl)ccc(Cl)c2s1)c1ccco1,-0.8%,2%,-8%,-9%,-1,-6%,11%,22%,-83%[inhibitor],17%,0%
CCCN(Cc1cc(=O)[nH]c2ccccc12)C(=O)CC,0.1%,4%,15%,-2%,-2,2%,-2%,16%,-7%,-2%,-8%
CCc1ccc2c(CN3CCC(C(=O)OC)CC3)cc(=O)oc2c1,0.2%,3%,0%,1%,21,1%,-9%,-32%,-18%,3%,-2%
Cc1ccccc1NS(=O)(=O)c1ccc(C(=O)N2CCN(S(=O)(=O)c3ccccc3)CC2)cc1,3.2%,1%,-3%,1%,-1,-1%,-5%,8%,-31%,-11%,-1%

# (continued)
SMILES,B2AR arrestin,USP2a inh,uPA generation,Eya2 phos inh,TRPV1 ag,S-ASM inh,p53 reactivation,Integrin act MD,BRCA1 expr act,ELG1 genotoxic,PTAP TSG101 blk
COc1ccc(-c2cc3ccccc3cn2)cc1,-0.2%,0%,?,1%,13,4%,?,3%,?,2.6µM*,0%
O=C(NC(=S)Nc1ccc(N2CCOCC2)cc1)c1cccc(Cl)c1,-1.5%,-1%,-1%,-4%,2,-4%,13%,-9%,35%,-2%,-1%
Cc1ccccc1OC(C)C(=O)NC1CCCC1 (configuration not stated),-0.5%,0%,5%,16%,-4,-1%,5%,-10%,-10%,-1%,-5%
CC(C)=CCC/C(C)=C/CNC(=O)C[C@H]1C[C@H](C(=O)N2CCCCC2)[C@@]2(CCc3ccccc3)c3[nH]c4cc(-c5ccco5)ccc4c3CCN2C1=O,-0.2%,-3%,-4%,1%,/,-21%,2%,-2%,-24%,-4%,-10%
CCOC(=O)C1=C(O)/C(=C\c2ccc(CNC(=O)C(=O)Nc3ccccc3)o2)N=C1C,0.3%,-22%,5%,-5%,-5,-1%,15%,-13%,-2%,4%,-7%
O=C(CC1C(=O)NCCN1C(=O)Nc1ccc(F)cc1)Nc1cc(Cl)ccc1Cl (configuration not stated),-0.4%,-1%,4%,-2%,10,0%,-6%,-8%,-6%,0%,-4%
Nc1ccccc1C(=O)N1O[C@@H]2C=C[C@H]1C2,-0.4%,1%,-2%,1%,/,17%,17%,15%,12%,6%,0%
CCn1c(SCC(=O)NNC(=S)Nc2ccccc2)nnc1-c1ccc(Cl)cc1,-0.6%,3%,-2%,3%,-1,0%,3%,10%,-3%,-6%,-3%
Fc1ccc(CN2CCN(c3ncnc4scc(-c5ccc(F)cc5)c34)CC2)cc1,-0.9%,-14%,1%,11%,5,-2%,-3%,-31%,-31%,0%,2%
Cc1ccc(CN2CC(C(=O)NNC(=O)Cn3ccc(C(F)(F)F)n3)CC2=O)cc1 (configuration not stated),-0.2%,2%,0%,18%,2,-1%,-1%,-21%,-2%,-1%,-1%
CCc1ccccc1NC(=O)CSc1nc2ccccc2nc1N1CCOCC1,-0.2%,2%,-10%,11%,11,-2%,/,3%,-39%,0%,-4%
CCOc1ccccc1OCCCNCc1ccccc1,2.9%,2%,-8%,-9%,0,1%,7%,-29%,-11%,-7%,1%
Cc1c(N=C/C=C2/N(C)c3ccccc3C2(C)C)c(=O)n(-c2ccccc2)n1C,-0.5%,2%,-18%&-3%,2%,2,-13%&-7%,4%,0%&-40%,-13%&-6%,-1%,0%&2%
CCN(CC)CCCN(C(C)=O)c1nc(-c2cc(OC)ccc2OC)cs1,0.5%,-3%,-3%,14%,-5,-2%,1%,-60%[inhibitor],2%,11%,-1%
COc1cccc(CN2CCN(Cc3ccc(O)cc3)CC2CCO)c1 (configuration not stated),-0.1%,-1%,-5%,-5%,0,6%,3%,-11%,1%,-3%,-7%
CN(C)/N=C/C=C1\CCC/C(=C\c2ccc(F)c(F)c2)C1=O,-0.2%,0%,-8%,-2%,10,-8%,-10%,-65%[inhibitor],-27%,11%,-4%
OCCN=Cc1c(O)[nH]c2ccccc12,-0.1%,-2%,7%,14%,-3,-1%,-3%,11%,3%,1%,-2%
CCC(=O)[C@@]1(C)[C@H](C)C[C@H]2[C@@H]3CCC4=CC(=O)C=C[C@]4(C)[C@H]3[C@@H](O)C[C@@]21C,-1.0%,2%,-18%,3%,1,3%,-8%,/,-16%,7%,0%

# Source: PubChem BioAssay (National Center for Advancing Translational Sciences (NCATS))
